Vif-A3F inh – qHTS for Inhibitors of Vif-A3F Interactions: qHTS | 0.2% of 390,000 active | HeLa A3F-eYFP + Vif (tagged APOBEC3F with the HIV-1 protein that degrades it), YFP fluorescence increase | Potency, µM (top dose mostly 46.1 µM), without a hit: top-dose activity, negative = active; further: potency means the concentration at half of the fitted maximal effect; % of control where 0% means no effect; nearly all actives have a fitted effect of over 65% in size
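HeLa cells stably expressing A3F-eYFP plus Vif, plated and incubated overnight at 37 deg C, then exposed to compounds overnight at 37 deg C. Blocked degradation read as raised yellow fluorescence (Ex 488/Em 500-530).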
RXFP1 agonist – qHTS Assay for Agonists of the Relaxin Receptor RXFP1 | 0.3% of 370,000 active | AID 2676, 2010 | Potency, µM (top dose mostly 57.5 µM), for the others: at the highest dose activation, usual class: activators | HEK293T-RXFP1 cAMP TR-FRET, 30 min; response scale: percent of porcine relaxin response, buffer zero | Relaxin receptor 1 (Homo sapiens), Q9HBX9; further: potency means the concentration at half of the fitted maximal effect; on the % scale 0 is the no-effect control and ±100 the full control effect; nearly all actives have a fitted effect of over 60% in size; many of its hits are not listed in these tables
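cAMP rise read by TR-FRET after 30 min, 37C compound exposure (up to 58 uM) in RXFP1-transfected HEK293 cells with Ro 20174 present. EC50 from Hill-equation fits, with 29 nM porcine relaxin as 100% and buffer as basal.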
Glioma ERSR ind – qHTS for Inducers of the Endoplasmic Reticulum Stress Response (ERSR) in Human Glioma: qHTS; 0.02% of 420,000 active; Potency, µM, for the others: at the highest dose activation, most hits filed as activators; U87-MG GRP78 promoter luciferase reporter, 16 h; further: potency means the concentration at half of the fitted maximal effect; series mostly up to about 76 µM; % of control where 0% means no effect; nearly all actives have a fitted effect of over 35% in size
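Stably transfected U87-MG human glioma cells carrying a GRP78-based luminescent sensor were seeded at 1000 cells/well, pin-dosed with compounds and incubated 16 h. Luciferase reagent was then added, and end-point luminescence was read after 10 min at room temperature.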
Vif-A3G inh – qHTS for Inhibitors of Vif-A3G Interactions: qHTS. HeLa A3G-eYFP + Vif (tagged APOBEC3G with the HIV-1 protein that degrades it), YFP fluorescence, overnight. Potency, µM (titrated, usually from 46.1 µM), without a hit: at the top dose activity, negative = active, hits mostly inhibitors. 0.076% of 410,000 active;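 further: potency means the concentration at half of the fitted maximal effect; on the % scale 0 is the no-effect control and ±100 the full control effect; nearly all actives have a fitted effect of over 60% in size; hits raise eYFP signal because A3G escapes Vif-driven loss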
Target sequence (Q9HC16 whole entry, looked up): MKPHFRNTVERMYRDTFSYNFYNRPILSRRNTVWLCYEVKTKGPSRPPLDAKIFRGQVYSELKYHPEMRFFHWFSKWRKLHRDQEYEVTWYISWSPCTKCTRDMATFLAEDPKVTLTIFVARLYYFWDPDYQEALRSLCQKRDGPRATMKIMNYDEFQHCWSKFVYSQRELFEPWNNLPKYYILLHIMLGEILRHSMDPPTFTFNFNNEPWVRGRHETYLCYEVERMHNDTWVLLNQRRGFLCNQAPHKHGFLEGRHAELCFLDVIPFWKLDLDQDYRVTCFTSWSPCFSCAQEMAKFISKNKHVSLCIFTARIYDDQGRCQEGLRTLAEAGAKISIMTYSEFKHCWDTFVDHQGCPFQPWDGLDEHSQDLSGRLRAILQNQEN
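Read-out is eYFP fluorescence (Ex 488/Em 500-530) from Vif-expressing HeLa A3G-eYFP cells; more signal means A3G escaped Vif-mediated degradation. Cells plated overnight, compound pinned in, incubated overnight at 37 deg C.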
D2 potentiator – HTS Assay for Positive Allosteric Modulators of the Human D2 Dopamine Receptor: Primary Screen for Potentiators. D(2) dopamine receptor (Homo sapiens), P14416. HEK293 T-REx D2, calcium flux, EC20 dopamine potentiation. potentiation, % at 10 µM. 0.34% of 340,000 active. AID 485347, 2010;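 active means potentiation over 3 SD above the plate norm, cut at about 30% in these data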; further: 0% is about no effect
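Calcium flux readout, no-wash dye, 1 read/s. Inducible HEK293 Trex D2 line, overnight 30 C. Compound alone 180 s (agonist flags), then EC20 dopamine, another 180 s to score potentiation.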
D1 potentiator – Potentiators of Human D1 Dopamine Receptor: qHTS; potentiation, % at 10 µM; 0.036% of 360,000 active; D(1A) dopamine receptor (Homo sapiens), P21728; HEK293 TREx D1 cells, calcium flux, dopamine EC20 potentiation; AID 504651, 2011; in the data active means potentiation above about 30%; further: 0% is about no effect
Target sequence (P21728 whole entry, looked up): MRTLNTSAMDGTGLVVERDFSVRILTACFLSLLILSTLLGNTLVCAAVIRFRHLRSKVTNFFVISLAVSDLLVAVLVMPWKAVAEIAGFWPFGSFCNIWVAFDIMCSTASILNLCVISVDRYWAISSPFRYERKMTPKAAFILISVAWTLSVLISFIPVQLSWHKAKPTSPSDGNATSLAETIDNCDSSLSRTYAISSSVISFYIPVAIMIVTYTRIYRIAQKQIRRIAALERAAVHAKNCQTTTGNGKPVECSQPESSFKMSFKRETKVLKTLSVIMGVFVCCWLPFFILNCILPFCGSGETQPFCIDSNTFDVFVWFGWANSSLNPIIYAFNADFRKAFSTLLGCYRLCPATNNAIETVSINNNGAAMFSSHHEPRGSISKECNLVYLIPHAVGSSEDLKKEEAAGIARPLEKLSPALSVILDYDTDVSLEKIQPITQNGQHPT
RXFP1 antagonist – qHTS Assay for Antagonists of the Relaxin Receptor RXFP1 | 0.59% of 350,000 active | HEK293-RXFP1, relaxin-stimulated cAMP HTRF, 30 min; stronger effect = lower value | activity change, negative = inhibition, % at 57.5 µM | Relaxin receptor 1 (Homo sapiens), Q9HBX9;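 active means activity change of -60% or lower, but not beyond a set lower limit; inconclusive means change between -60% and -40%, or beyond the set limit; inactive means change above -40%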; further: on the % scale 0 is the no-effect control and ±100 the full control effect
D1 agonist – Allosteric Agonists of the Human D1 Dopamine Receptor: qHTS. D(1A) dopamine receptor (Homo sapiens), P21728. HEK293 T-REx D1 cells, calcium flux, agonist mode. activation, % at 2 µM. 1% of 360,000 active. AID 504660, 2011; in the data active means activation above about 30%; further: 0% is about no effect
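Inducible HEK293 T-REx D1 cells, force-coupled to calcium signalling, were plated at 4000 cells/well with tetracycline and held overnight at 30 C. After no-wash calcium dye loading, compound-evoked calcium rise over 180 s flagged agonists.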
D1 antagonist – Antagonist of Human D 1 Dopamine Receptor: qHTS; D(1A) dopamine receptor (Homo sapiens), P21728; HEK293 TREx D1 cells, calcium flux, dopamine EC80; stronger effect = lower value; activity change, negative = inhibition, % at 10 µM; 3.2% of 360,000 active; in the data active means activity change below about -30%; further: on the % scale 0 is the no-effect control and ±100 the full control effect
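Antagonism measured as reduced calcium response to an EC80 dopamine addition following 180 s compound pre-read; cells were inducible HEK293 Trex D1 plated overnight at 30 C, read kinetically at 1 cycle/sec.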
* marks the source's active call; other numbers are inactive results; ? = inconclusive; nt = no result given. Unless noted, the call rests on the fitted dose curve; in most records, active means well fitted curve in the direction sought with a large enough effect; inconclusive means small, poorly fitted or top-dose-only effect, or another doubt; inactive means no such curve, though single readings can be large; an effect the other way counts as inactive or inconclusive. Some of the compounds tested; rates above refer to the full screens.

SMILES	Vif-A3F inh	RXFP1 agonist	Glioma ERSR ind	Vif-A3G inh	D2 potentiator	D1 potentiator	RXFP1 antagonist	D1 agonist	D1 antagonist
Cc1ccc2oc(C(=O)Nc3sc4c(c3C(=O)NCc3ccco3)CCC4)cc(=O)c2c1	-4%	-1.3%	-2%	1%	-7	-1	-3	-1	-9
O=C(CSCc1c(F)cccc1Cl)NCCSCc1ccco1	-6%	2.9%	1%	1%	11	0	8	1	5
CC1CCN(S(=O)(=O)c2ccc3c(c2)c(=O)c(C(=O)NCc2ccc(Cl)cc2)cn3C)CC1	-4%	26%	-5%	4%	0	9	-1	-1	-5
COc1ccc(C(C(=O)NC2CCCCC2)N(C(=O)c2ccco2)c2ccccc2C(C)=O)cc1 (stereo not drawn)	3%	-0.7%	-4%	-3%	5	0	2	0	24
NC1=NC[C@H](Cc2ccc(O)cc2)N1CCCCC1CCCCC1	-7%	11%	-5%	-11%	-8	4	nt	26	9
CCCc1cc(=O)[nH]c(SCC(=O)N2CCCc3ccccc32)n1	-3%	1.4%	-2%	0%	15	2	-11	5	9
CN(C)c1ccc(NC(=S)c2ccccn2)cc1	-8%	0.3%	-15%	1%	-8	-8	9	0	-16
CCC(C)n1c(SCC(=O)N(CC)c2c(N)n(Cc3ccccc3)c(=O)[nH]c2=O)nc2ccccc2c1=O (stereo not drawn)	-2%	nt	6%	0%	nt	nt	-9	nt	nt
Clc1cccc(Cl)c1CNc1ccc(N2CCCC2)cc1	1%	0.4%	-7%	-9%	15	-2	4	-1	2
COc1cc(/C=N\Nc2nc(-c3cccs3)c(NC(C)=O)s2)ccc1O	-4%	11%	0%	3%	3	-9	-20	1	15
CC1(C)CC(=O)c2c(-c3cccnc3)n[nH]c2C1	-12%	1.4%	1%	-2%	7	-13	-6	0	-6
CC1CCC(C(C)C)C(OC(=O)Cn2c(-c3ccc(F)cc3)[n+](C)c3ccccc32)C1 (stereo not drawn)	3%	-0.4%	-8%	-24%	-24	-11	?	0	9
COc1ccc(/C=C/C(=O)NCCOc2ccccc2OC)cc1	-15%	2.6%	1%	-7%	3	1	12	3	-6
CCCCSCCCNC(=O)c1ccc(CS(=O)(=O)c2ccc(OC)cc2)o1	-5%	4.1%	-4%	6%	-6	-5	-4	0	-13
COc1ccc(C(=O)C2CCCN(C(=O)c3cccc(N4CCCC4=O)c3)C2)cc1OC (stereo not drawn)	-3%	-0.6%	-1%	4%	-1	3	-11	1	-2
CC(=O)Nc1nonc1NC(=O)CSC1=NCCS1	4%	0.8%	-7%	0%	14	5	-5	-1	16
Nc1c(C(=O)NCC2CCCO2)c2nc3ccccc3nc2n1-c1ccccc1 (stereo not drawn)	-16%	0.1%	-7%	-1%	-5	3	-6	0	3
CC(C)(C)c1ccc(C(=O)NNC(=O)CNC(=O)c2cccs2)cc1	5%	nt	0%	3%	nt	nt	-8	nt	nt
CCOc1cc(C(=O)NCC(=O)N/N=C/c2sccc2C)cc(OCC)c1OCC	-3%	0.3%	1%	1%	4	-3	0	5	1
O=C(O)C1CC=CCC1C(=O)Nc1ccccc1C(=O)N1CCN(c2ccc(Cl)cc2)CC1 (stereo not drawn)	-8%	4.3%	-3%	0%	7	0	9	2	3

A few values from the results shown.
CCOc1cc(C(=O)NCC(=O)N/N=C/c2sccc2C)cc(OCC)c1OCC @ RXFP1 antagonist = 0
O=C(O)C1CC=CCC1C(=O)Nc1ccccc1C(=O)N1CCN(c2ccc(Cl)cc2)CC1 (stereo not drawn) @ RXFP1 agonist = 4.3%

(listing goes on)
SMILES	Vif-A3F inh	RXFP1 agonist	Glioma ERSR ind	Vif-A3G inh	D2 potentiator	D1 potentiator	RXFP1 antagonist	D1 agonist	D1 antagonist
CC(C)(O)P(=O)(O)CCc1ccccc1	14%	-0.6%	-4%	2%	2	3	10	3	25
COc1ccc(N2CCN(C(=O)c3ccc(NC(=O)c4nsc5ccccc45)cc3)CC2)cc1	0%	4.3%	-4%	-3%	nt	-2	-3	-1	-1
Cc1ccc(-c2noc(CCC(=O)NCCN3CCOCC3)n2)cc1	-5%	-1.4%	-3%	-2%	7	-1	-1	1	11
O=C(CCCO)c1ccc2c(c1)OCCO2	-4%	0.7%	1%	1%	-3	-2	0	0	1
CC(c1ccccc1)N1CCn2c(nc3cc(NS(C)(=O)=O)ccc32)C1 (stereo not drawn)	-4%	2.5%	-1%	0%	6	-4	-30	0	nt
Cc1ccc(/C=C/C2=NN(Cc3ccccc3Cl)C(=O)CC2)cc1	-5%	-4.2%	5%	-10%	3	-4	-12	6	-3
COc1ccc(CCNC(=O)COC(=O)c2ccc(N3CCCC3=O)cc2)cc1	0%	1.3%	-2%	-6%	-1	-4	-7	2	7
C#CCOCCOCCOCCNc1nc(N2CCN(C(=O)CCCCCCCCCCNC(=O)[C@H]([C@@H](C)CC)n3cc(CCCCN=C(N)N)nn3)CC2)nc(N2CCN(C(=O)CCCCCCCCCCNC(=O)[C@@H]([C@H](C)O)n3cc(C)nn3)CC2)n1	0%	-0.5%	-10%	-29%	nt	2	nt	3	5
O=C(Nc1cc([N+](=O)[O-])ccc1O)NC1CCS(=O)(=O)C1 (stereo not drawn)	-1%	-2.4%	1%	-2%	15	3	3	0	-8
O=[N+]([O-])c1cc(C(F)(F)F)ccc1Sc1ccc2ccccc2n1	2%	0.0%	-4%	1%	8	-9	38	3	-14
O=CNc1ccccc1	5%	0.4%	-1%	-2%	-8	6	nt	-1	nt
CCOC(=O)CNC1CC(=O)N(c2ccc(Br)cc2)C1=O (stereo not drawn)	-2%	-1.6%	0%	-5%	-4	3	-3	3	10
COc1ccccc1CNC(=O)C1CCN(S(=O)(=O)c2ccc3c(c2)C(C)(C)C(=O)N3C)CC1	0%	0.6%	-2%	-5%	-3	-4	nt	2	2
CCOC(=O)c1[nH]c(C)c(C(=O)NCc2ccco2)c1C	-5%	1.0%	-3%	0%	-9	5	-9	3	-8
CCOC(=O)C1CCCN(C(=O)c2ccc3oc(CCc4ccccc4)nc3c2)C1 (stereo not drawn)	4%	-1.6%	8%	0%	6	-5	3	2	-16
CCOc1ccc(NC(=O)Cn2c3ncccc3c(=O)n2-c2ccc(CC)cc2)cc1	0%	1.0%	0%	1%	1	-3	-4	4	-4
Cn1c(NC(=O)/C=C/c2c(F)cccc2Cl)cc(=O)n(C)c1=O	-4%	-1.1%	1%	1%	1	7	4	-2	34
Clc1ccc(-c2nc3nc4ccccc4nc3n2Cc2ccco2)cc1	-6%	3.9%	0%	-1%	2	-10	-2	2	-41*
O=C(Cc1ccccc1)Nc1ccc(-c2nnc(-c3ccco3)o2)cc1	-10%	8.9%	-1%	-1%	-9	-2	1	3	2
CC(C)N(C(=O)CSc1nnc(Cn2nnc3ccccc32)n1C)C(C)C	0%	2.4%	-1%	2%	5	3	1	-2	5
O=c1c2c(-c3ccc([N+](=O)[O-])cc3)ccnc2[nH]n1-c1ccccc1	-8%	1.9%	-8%	1%	6	7	-1	3	-3
Cc1nc(NC(=O)CCc2ccccc2)sc1C	-11%	-2.2%	1%	-10%	nt	-2	-6	1	6
Cc1ccc(S(=O)(=O)N2CCN(C(=O)c3ccco3)CC2)cc1	-3%	-0.2%	0%	0%	0	-3	-5	3	0
Cc1cc2ncn(S(=O)(=O)c3ccc(S(=O)(=O)N4CCOCC4)cc3)c2cc1C	-9%	-1.2%	-3%	0%	-6	-2	4	2	1
CCc1nnc(NC(=O)c2ccc(S(=O)(=O)N(CCOC)CCOC)cc2)s1	5%	-0.3%	-3%	-3%	26	nt	-5	2	13
N#Cc1cccc(C(=O)OCc2cccc(S(=O)(=O)N3CCOCC3)c2)c1	0%	1.5%	-2%	-1%	0	-3	-7	7	1
O=C(CCc1nc2ccccc2c(=O)[nH]1)OCC(=O)N1CCN(S(=O)(=O)c2ccccc2)CC1	-7%	0.5%	-3%	6%	9	1	0	3	-1
CC1(C)CC(=O)c2sc(NC(=O)C3COc4ccccc4O3)nc2C1 (stereo not drawn)	-1%	6.7%	0%	3%	0	9	8	-2	3
Cc1cccc(N=Cc2cc3c(cc2[N+](=O)[O-])OCO3)c1	-7%	-0.8%	-3%	-6%	-4	-3	-4	1	16
CCOC(=O)c1ccc(CN(Cc2ccc(F)cc2)S(=O)(=O)c2ccc(F)c(C(=O)Nc3ccc(Cl)cc3F)c2)cc1	-18%	3.4%	-2%	3%	-22	1	-8	9	-26
COc1cccc(CN2CCNC(=O)C2CC(=O)NCCCN2CCCC2=O)c1 (stereo not drawn)	0%	-0.7%	-4%	2%	12	0	2	0	27
CC[n+]1ccc(C)c2cc(P(=O)(c3ccccc3)c3ccccc3)ccc21	10%	6.7%	-3%	4%	nt	-2	8	3	-16
CCC(C)[C@@H](CN(N=O)[C@@H](Cc1ccccc1)CN(C)N=O)N(CCc1ccccc1)N=O (stereo partly drawn)	1%	1.2%	-6%	-3%	-6	1	nt	8	6
CCN(CC)CCOC(=O)c1ccc(NC(=O)Cn2ncc3c2-c2cc(C)ccc2OC3)cc1	0%	-0.9%	0%	5%	nt	-8	nt	18	-1
CCCCOCCCNC(=O)C1CCCCC1	10%	0.0%	0%	-4%	-2	-6	18	1	7
Cc1cccc2cc(COC(=O)c3ccccc3)c(=O)[nH]c12	2%	14%	-4%	-2%	1	-3	-11	3	4
Cc1scc(C(=O)N/N=C/c2ccco2)c1C	-15%	0.0%	1%	0%	6	-4	-11	3	-13

Compound activity (PubChem BioAssay)
